HTR5A inv ctr = HTR5A inverse agonism, opioid heterodimer counter-screen | P47898 | inhibition, % at 9.3 µM | HTR5A cell line, luminescence | hit rate 0.083% among 340,000; in the data active means inhibition mostly above about 23%, no sharp cut-off; inactive means mostly below about 18%;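 further: 0% = cells with DMSO and 100% = no-cell wells with DMSO; some compounds called inactive have numbers as strong as hits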
Target sequence (P47898 whole entry, looked up): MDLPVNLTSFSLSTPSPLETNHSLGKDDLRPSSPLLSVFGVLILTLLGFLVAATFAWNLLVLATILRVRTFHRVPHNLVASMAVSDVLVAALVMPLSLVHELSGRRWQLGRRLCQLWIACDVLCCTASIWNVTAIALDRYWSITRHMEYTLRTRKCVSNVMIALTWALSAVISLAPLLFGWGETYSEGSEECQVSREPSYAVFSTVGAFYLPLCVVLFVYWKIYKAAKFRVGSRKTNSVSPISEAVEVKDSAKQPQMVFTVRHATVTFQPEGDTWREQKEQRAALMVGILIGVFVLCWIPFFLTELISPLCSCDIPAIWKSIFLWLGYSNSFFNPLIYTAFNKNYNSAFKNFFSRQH
Mot1-301 SUMO = inhibitors of SUMOylation pathway: yeast Mot1-301 growth rescue. S. cerevisiae Mot1-301 growth rescue, ATP luminescence, 38.5C; percent above DMSO median, 100 means doubled. growth rescue, % at 18.8 µM. hit rate 1% among 320,000. AID 2716;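 active means every valid replicate shows activation above 250% relative to neutral control wells; inactive means the rest, any valid replicate at or below 250%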;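 further: OY570 slx delta 5 strain wells were the positive control but not used for scaling; some compounds called inactive have numbers as strong as hits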
Pemphigus Ab inh = human desmoglein-3 autoantibody binding inhibition. hit rate 0.48% among 310,000. binding (percent of control), % at 10 µM. P32926. AID 588358. DSG3-coupled beads, scFv-anti-DSG3-GFP binding, flow cytometry; hits give low values;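 active means binding more than 3 SD below its plate's average and above zero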;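 further: hits lower antibody fragment binding to DSG3; some compounds called inactive have numbers as strong as hits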
phage Ecoli inh = E. coli growth loss with phage present. hit rate 0.26% among 360,000. growth absorbance. AID 651602. inhibition, % at 11.9 µM; in the data active means inhibition above about 11%
OPRM1-OPRD1 ag = OPRM1-OPRD1 heterodimerization agonism | activation, % at 9.3 µM | hit rate 0.3% among 340,000 | cells, luminescence | P35372+P41143; in the data active means activation above about 18%;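 further: 0% = vehicle-treated cells and 100% = reference agonist; values of inactives mirror those of a sister screen read the other way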
OPRM1-OPRD1 inv = inverse agonist of human OPRM1-OPRD1 heterodimerization | hit rate 0.21% among 340,000 | cell-based MOR-DOR heterodimer luminescence, inverse agonism | inhibition, % at 9.3 µM; in the data active means inhibition above about 22%, passing the limit was not always enough;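 further: 0% = cells with DMSO and 100% = wells without cells with DMSO; values of inactives mirror those of a sister screen read the other way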
PKA-R1A act = PKA-R1A complex activation; activation, % at 11.4 µM; hit rate 0.083% among 340,000; PKA-R1A dissociation, Cy5-IP20 fluorescence polarization; scaled: DMSO 0%, 113 µM cGMP 100%; P00514+P68181;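 active means percent activation above the mean of all tested compounds plus 3 SD, cut at about 19% in these data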;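 further: higher means more PKAc released from R1A so a rise in polarization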
HTR5A ag ctr = counter-screen for OPRM1-OPRD1 agonists: human HTR5A agonism; HTR5A agonist assay, luminescence, cell-based; hit rate 0.61% among 340,000; activation, % at 9.3 µM; AID 504692; in the data active means activation mostly above about 9.5%, no sharp cut-off; inactive means mostly below about 7.6%;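 further: 0% = cells with vehicle only and 100% = reference agonist; strong numbers were not always called active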
PfHsp90 yeast 2 = reduces growth (ATP signal) of yeast expressing P. falciparum Hsp90; AID 504621; hit rate 0.32% among 310,000; inhibition, % at 9.4 µM; S. cerevisiae expressing PfHsp90, BacTiter-Glo ATP, 48 h; yeast lacking PDR1 and PDR3 efflux regulators;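 active means every replicate shows inhibition above about 80%, whatever the replicate mean, limit read from the data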;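 further: 0% = DMSO neutral controls and 100% = 20 µM radicicol positive controls; yeast relying on Plasmodium falciparum Hsp90 in place of its own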
AddAB inh = less growth of phage-infected E. coli with AddAB. E. coli expressing H. pylori AddAB, absorbance growth. inhibition, % at 11.9 µM. hit rate 0.29% among 330,000; in the data active means inhibition above about 12%;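 further: 0% = vehicle wells of infected cells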
Ecoli viability = counter-screen for AddAB inhibitors: E. coli growth inhibition; inhibition, % at 11.9 µM; hit rate 0.27% among 330,000; E. coli V3065 growth, OD600 absorbance, 18 h;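 active means inhibition above the campaign's mean inhibition across all tested compounds plus 3 SD, cut at about 9.9% in these data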;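 further: uninfected addAB+ strain grown without phage in ampicillin broth; 0% = DMSO wells and 100% = ciprofloxacin 0.95 µg/ml wells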
Numbers without * were called inactive; i = inactive; / = no result given.

SMILES	HTR5A inv ctr	Mot1-301 SUMO	Pemphigus Ab inh	phage Ecoli inh	OPRM1-OPRD1 ag	OPRM1-OPRD1 inv	PKA-R1A act	HTR5A ag ctr	PfHsp90 yeast 2	AddAB inh	Ecoli viability
COC(=O)CNC(c1ccccc1)c1cc(C)ccc1NS(=O)(=O)c1ccc(C)cc1 (stereo not given)	-6	16	90	4.2	0.6	-4	-3	-4	-7	1.1	1.2
CCOC(=O)c1ccc(NC(=S)N2CCC(C(N)=O)(N3CCCCC3)CC2)cc1	-9	-10	98	1.1	0.1	-1	8	3	-13	-0.1	2.5
CCN(CC(=O)Nc1c(F)cccc1F)C(=O)c1ccc(=O)n(C)n1	11	/	89	1.1	-4.3	21	-17	-3	7	/	/
CNC(=O)C1C(=S)NC(N)=C(C#N)C1c1ccccc1 (stereo not given)	1	-11	100	3.7	-2.5	12	-15	4	39	1.1	-0.1
CC1=C/C(=N\Nc2ccccc2[N+](=O)[O-])CC(C)(C)C1	-11	44	89	4.7	3.4	-17	7	4	11	-1.1	1.1
O=C(CN1C(=O)c2ccccc2C1=O)Nc1ccc(-c2nc3ccccc3o2)cc1	-22	-27	104	1.6	-2.1	12	-11	8	-7	2.0	-1.2
Cc1ccc(COc2ccc(-c3nnco3)cc2)cc1	-2	22	101	1.8	-1.7	8	7	1	-14	1.4	-2.2
COc1ccc(/C=N/NC(=O)c2ccc(C)cc2)cc1CN1CCN(c2ccc(F)cc2)CC1	-13	350	99	/	-0.9	5	-3	0	6	2.8	0.2
COc1ccc(OC)c(C(=O)NC(CC(N)=O)c2ccc(N3CCC(N4CCCC4)CC3)c([N+](=O)[O-])c2)c1 (stereo not given)	-7	-4	103	2.0	-0.9	5	-9	-5	/	4.7	2.5
O=C(OC1CCOC1=O)c1ccc(Cl)c(S(=O)(=O)N2CCOCC2)c1 (stereo not given)	2	-5	102	3.5	-3.5	13	-6	-1	1	3.5	-2.9
CC(=O)Nc1ccc(-c2csc(N/N=C\c3ccncc3)n2)cc1	/	0	108	2.5	/	/	/	/	/	2.1	-1.9
COc1ccc(S(=O)(=O)N2CCc3ccccc32)cc1C(=O)OCc1c(C)noc1C	14	-4	100	3.3	-1.3	7	-3	1	2	1.4	0.3
CC(C)CCN(C(=O)c1ccccn1)c1c(N)n(Cc2ccccc2)c(=O)[nH]c1=O	-16	5	131	-0.4	-2.2	12	-5	4	-6	-1.5	0.9
O=C(CN(C(=O)c1csnn1)c1cccc(F)c1)NC1CCCC1	-5	137	103	-0.9	1.0	-8	1	1	7	4.4	0.6
Cc1ccc2c(c1)NC(=O)C(CC(=O)NCc1ccc(F)cc1)O2 (stereo not given)	-8	-25	105	1.8	-1.2	6	-4	3	9	2.2	1.0
CC(C)Cn1cc(C(=O)NCc2cccs2)c2c3ccccc3n(C)c2c1=O	-4	-9	98	0.3	-0.4	2	2	4	3	1.9	0.3
CSc1nc(S(=O)(=O)c2ccc(C)cc2)c(Cl)s1	2	/	108	-0.5	-2.2	10	0	-1	/	2.0	2.3
Cc1cc2c(=O)oc(-c3ccc(F)cc3)nc2s1	-3	11	101	-1.1	-0.7	3	3	1	-8	0.6	-1.7
Cc1cc(N2CCOCC2)nc2ccc(NC(=O)CCC(=O)N3CCN(c4cccc(C(F)(F)F)c4)CC3)cc12	-14	192	/	0.0	4.7	-35	2	5	-8	4.4	-0.1
Cc1noc(C)c1CSCC(=O)OCC(=O)N1CC(=O)Nc2ccccc21	-14	8	102	2.1	-2.2	13	-15	2	/	0.0	-1.0
CC(C)(C)C(=O)/C(C#N)=C/c1cccs1	-11	-12	/	-1.3	-1.1	5	-13	5	2	7.2	1.7
Cc1noc(C)c1-c1nc(CS(=O)(=O)c2ccc(F)cc2)no1	/	31	103	3.6	/	/	/	/	/	1.9	0.4
c1ccc(-n2nnnc2-n2nnc3ccccc32)cc1	-8	9	100	1.6	-2.0	12	-9	-4	-15	1.5	3.4
Cc1ccc(S(=O)(=O)c2nc(Nc3ccccc3)sc2Cl)cc1	1	/	90	6.0	8.0	-58	-12	-1	/	/	/
CCCCNC(=O)c1ccccc1NC(=O)CN(c1ccccc1)S(=O)(=O)N(C)C	-30	-7	122	-0.7	-0.8	4	4	1	-3	-0.2	-0.7
OC(CNc1nc(-c2cccnc2)nc2ccccc12)c1ccccc1 (stereo not given)	1	-12	135	1.8	-2.3	14	-3	-7	13	0.1	-0.8
O=C1CC(C(=O)N2CCC(N3CCC(C(=O)NC4CC4)CC3)CC2)c2ccccc21 (stereo not given)	-1	-1	103	2.3	-3.0	15	-7	-1	-1	-0.3	0.8
CCN(CC)S(=O)(=O)c1cccc(C(=O)NC2CCCCC2)c1	-11	i	/	2.8	-3.0	16	5	8	-18	1.7	2.1
COc1ccc(OC)c2[nH]c(=O)c(CCNC(=O)c3ccc(S(=O)(=O)N4CCCCC4)cc3)cc12	-1	34	104	1.3	-1.1	6	-10	0	5	4.0	-1.0
CCc1nn(C(C)C(=O)N2CC(C)CC(C)C2)c(=O)c2cc3occc3n12 (stereo not given)	7	-22	/	0.6	-3.0	16	-10	-2	7	3.2	-2.1
COc1cccc(OC)c1-c1nnc(-c2cn(C)c3ccccc23)o1	7	-2	102	1.4	-1.6	8	-3	5	-2	0.1	0.3
CC(NC(=O)CNC(=O)C1CCCCC1)c1ccc(S(N)(=O)=O)cc1 (stereo not given)	17	-7	/	1.2	-0.1	1	-12	-6	-6	0.5	-1.3
CN(CC(=O)Nc1cccc(Cl)c1)C1=NS(=O)(=O)c2ccccc21	10	-5	93	1.1	-2.1	11	6	-3	/	0.7	-2.0
CC(C)CCN1CCN(Cc2cccs2)CC1CCO (stereo not given)	-13	-27	104	1.9	0.1	-1	-6	5	-3	-0.2	-2.0
CN(C)NC(=O)c1ccsc1NC(=O)c1ccc(S(=O)(=O)N(C)C)cc1	-39	-10	101	1.4	-1.8	10	4	-2	-9	0.2	1.4
O=C(CS(=O)CC(=O)N(CC(=O)NC1CCCC1)c1ccccc1F)Nc1ccc(F)cc1 (stereo not given)	-15	135	105	1.5	-2.1	11	3	5	-3	3.6	-0.4
Cc1cc2[nH]c(=O)c(=O)[nH]c2cc1S(=O)(=O)N1CCN(c2cccc(C)c2C)CC1	-11	26	107	-0.1	-0.8	4	-5	4	14	3.2	-1.6
O=C1CC2(CCN(C(=O)c3ccc(F)cc3)CC2)Oc2ccccc21	18	0	109	1.1	-1.2	7	-1	-7	4	-1.0	1.5
COc1cc(/C=N/NC(=O)CNC(=O)c2cccs2)ccc1O	0	18	101	2.0	-1.6	8	-7	0	-49	4.2	-0.9
O=c1c2cc(NC(=S)N3CCCCC3)ccc2nc2n1CCCCC2	1	-18	96	0.1	-1.4	7	2	0	10	3.0	3.0
Cc1ccc(/C=C/S(=O)(=O)NCC(=O)OCC(=O)N2CC(=O)Nc3ccccc32)cc1	9	-6	103	-0.8	-3.7	19	-8	1	8	0.3	2.4
CC(C)C(NS(=O)(=O)c1cccc2nsnc12)C(=O)NCc1ccco1 (stereo not given)	-16	-15	90	1.3	-0.1	1	-5	4	-3	-1.2	-1.1
CN(CC(=O)N1CCN(c2ccccn2)CC1)S(=O)(=O)c1ccccc1	-16	i	106	3.4	-1.7	8	-5	2	47	0.0	-0.5

Grouped by structure: the entries above with a halogen
SMILES	HTR5A inv ctr	Mot1-301 SUMO	Pemphigus Ab inh	phage Ecoli inh	OPRM1-OPRD1 ag	OPRM1-OPRD1 inv	PKA-R1A act	HTR5A ag ctr	PfHsp90 yeast 2	AddAB inh	Ecoli viability
CCN(CC(=O)Nc1c(F)cccc1F)C(=O)c1ccc(=O)n(C)n1	11	/	89	1.1	-4.3	21	-17	-3	7	/	/
COc1ccc(/C=N/NC(=O)c2ccc(C)cc2)cc1CN1CCN(c2ccc(F)cc2)CC1	-13	350	99	/	-0.9	5	-3	0	6	2.8	0.2
O=C(OC1CCOC1=O)c1ccc(Cl)c(S(=O)(=O)N2CCOCC2)c1 (stereo not given)	2	-5	102	3.5	-3.5	13	-6	-1	1	3.5	-2.9
O=C(CN(C(=O)c1csnn1)c1cccc(F)c1)NC1CCCC1	-5	137	103	-0.9	1.0	-8	1	1	7	4.4	0.6
Cc1ccc2c(c1)NC(=O)C(CC(=O)NCc1ccc(F)cc1)O2 (stereo not given)	-8	-25	105	1.8	-1.2	6	-4	3	9	2.2	1.0
CSc1nc(S(=O)(=O)c2ccc(C)cc2)c(Cl)s1	2	/	108	-0.5	-2.2	10	0	-1	/	2.0	2.3
Cc1cc2c(=O)oc(-c3ccc(F)cc3)nc2s1	-3	11	101	-1.1	-0.7	3	3	1	-8	0.6	-1.7
Cc1cc(N2CCOCC2)nc2ccc(NC(=O)CCC(=O)N3CCN(c4cccc(C(F)(F)F)c4)CC3)cc12	-14	192	/	0.0	4.7	-35	2	5	-8	4.4	-0.1
Cc1noc(C)c1-c1nc(CS(=O)(=O)c2ccc(F)cc2)no1	/	31	103	3.6	/	/	/	/	/	1.9	0.4
Cc1ccc(S(=O)(=O)c2nc(Nc3ccccc3)sc2Cl)cc1	1	/	90	6.0	8.0	-58	-12	-1	/	/	/
CN(CC(=O)Nc1cccc(Cl)c1)C1=NS(=O)(=O)c2ccccc21	10	-5	93	1.1	-2.1	11	6	-3	/	0.7	-2.0
O=C(CS(=O)CC(=O)N(CC(=O)NC1CCCC1)c1ccccc1F)Nc1ccc(F)cc1 (stereo not given)	-15	135	105	1.5	-2.1	11	3	5	-3	3.6	-0.4
O=C1CC2(CCN(C(=O)c3ccc(F)cc3)CC2)Oc2ccccc21	18	0	109	1.1	-1.2	7	-1	-7	4	-1.0	1.5

Source: PubChem BioAssay (several laboratories)
